From PubChem BioAssay
HTRA1 inh: blocks human HTRA1 serine peptidase. inhibition, % at 5.96 µM. AID 504803. actives 0.5% (n = 340,000). recombinant HTRA1, FP-rhodamine activity-based probe, fluorescence polarization. Q92743; in the data active = inhibition above about 36%;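 also: 0% = enzyme with DMSO and 100% = wells lacking enzyme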
TCR-CD3 inh: blocks the human TCR-CD3 interaction; inhibition, % at 9.4 µM; TAMRA-labeled TCR probe fluorescence, biochemical; AID 651800; actives 0.37% (n = 360,000); in the data active = inhibition above about 19%;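 also: recombinant mutant TCR 2C K166C tagged with TAMRA read by polarization; 0% = receptor in buffer alone and 100% = receptor with positive control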
PRMT1 FP inh: blocks human protein arginine methyltransferase 1; Q99873; actives 1.3% (n = 370,000); recombinant PRMT1, activity-based probe fluorescence polarization; inhibition, % at 2.79 µM; AID 652257;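 active = inhibition above about 21% made by adding two undisclosed values, limit read from the data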
MBD2 DNA inh: blocks human MBD2 binding to methylated DNA | Q9UBB5 | TR-FRET, MBD2 binding to methylated oligonucleotide | inhibition, % at 4.4 µM | actives 0.31% (n = 370,000) | AID 686964; in the data active = inhibition above about 13%
NPR2 activator: GC-B (human) receptor activation; P20594; HEK293-GC-B cells, CNP EC30, cGMP TR-FRET; 0% at EC30 CNP, 100% saturating CNP; activation, % at 10 µM; actives 0.11% (n = 370,000);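 active = activation at 10 µM reaching about 35% in either raw or pattern-adjusted values, limit read from the data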
LEDGF integ inh: blocks HIV-1 LEDGF/p75-dependent DNA integration; TR-FRET IN-LEDGF/p75 DNA integration, Eu/Cy5; inhibition, % at 3.7 µM; actives 0.64% (n = 370,000);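 active = inhibition above the screen-wide mean plus 3 SD, cut at about 13% in these data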;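 also: signal is the Cy5 over europium emission ratio at 671 and 618 nm; 0% = plate median of compound wells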
rCAG RNA binder: binds r(CAG) RNA repeats. r(CAG) RNA repeat, TO-PRO-1 dye displacement fluorescence. AID 651821. inhibition, % at 3 µM. actives 1.3% (n = 370,000);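 active = inhibition above the plate cutoff, the mean of all test compounds on that plate plus 3 SD, cut at about 35% in these data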;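 also: 0% = DMSO alone and 100% = 100 µM mitoxantrone as full dye displacement; higher means more dye released from RNA so lower well fluorescence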
SIAE inh: human SIAE inhibition, primary screen; SIAE FP-Rh probe binding, fluorescence polarization; inhibition, % at 9.66 µM; actives 0.69% (n = 370,000);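 active = inhibition above a cutoff: mean of compounds within the control limits plus 3 SD of those, cut at about 17% in these data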;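 also: 0% = plate median of compound wells and 100% = probe without SIAE protein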
TDP2 inh: TDP2 (human) inhibition, absorbance primary screen | O95551 | recombinant TDP2, T5PNP hydrolysis, p-nitrophenol absorbance 415 nm | inhibition, % at 12.8 µM | actives 0.34% (n = 370,000);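 active = inhibition above the mean of all tested compounds plus 3 SD, set per campaign, cut at about 25% in these data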;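 also: 0% = DMSO with enzyme and 100% = buffer with substrate but no TDP2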
Target sequence (O95551 whole entry, looked up): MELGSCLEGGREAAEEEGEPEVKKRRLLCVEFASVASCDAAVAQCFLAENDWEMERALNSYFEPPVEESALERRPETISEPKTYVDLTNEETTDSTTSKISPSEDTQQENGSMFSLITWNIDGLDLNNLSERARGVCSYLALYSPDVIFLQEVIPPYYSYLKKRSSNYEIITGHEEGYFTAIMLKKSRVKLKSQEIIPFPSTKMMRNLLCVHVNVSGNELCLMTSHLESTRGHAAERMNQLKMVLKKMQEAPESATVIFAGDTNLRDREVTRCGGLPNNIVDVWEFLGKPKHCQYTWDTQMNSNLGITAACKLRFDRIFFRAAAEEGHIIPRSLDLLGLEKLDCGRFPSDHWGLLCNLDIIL
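Test system: Human TDP2 enzyme | Reagent: 5 mM T5PNP | Compound dosing: 12.8 µM single point, 1% DMSO | Incubation: Enzyme reaction with compound for 2 h at 37 °C | Technique: p-Nitrophenol epi absorbance | Read-out: % inhibition relative to enzyme-containing and enzyme-free wells | Benchmarks: High control without enzyme, low control DMSO plus TDP2 | Replicates: Singlicate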
mABHD4 FP: inhibitors of mouse ABHD4. purified mABHD4, FP-Rh probe fluorescence polarization. Q8VD66. actives 0.54% (n = 370,000). inhibition, % at 8.92 µM;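 active = inhibition exceeding the mean over every tested compound plus 3 SD, cut at about 30% in these data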;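 also: 0% = plate median of compound wells and 100% = S159A mutant with DMSO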
Target sequence (Q8VD66 whole entry, looked up): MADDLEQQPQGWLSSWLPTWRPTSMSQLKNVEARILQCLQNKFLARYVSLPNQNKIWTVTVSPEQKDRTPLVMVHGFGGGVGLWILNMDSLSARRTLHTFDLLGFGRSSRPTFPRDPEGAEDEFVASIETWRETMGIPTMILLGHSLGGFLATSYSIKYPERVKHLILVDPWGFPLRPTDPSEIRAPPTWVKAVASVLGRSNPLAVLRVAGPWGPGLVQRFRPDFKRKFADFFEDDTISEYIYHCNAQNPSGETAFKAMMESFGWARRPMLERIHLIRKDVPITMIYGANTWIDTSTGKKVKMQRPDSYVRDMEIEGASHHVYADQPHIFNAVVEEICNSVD
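System: mouse ABHD4 enzyme, wild type / Medium: HEPES pH 7.0, NaCl, Pluronic buffer / Reagent: FP-Rh activity-based fluorescent probe / Control set: S159A mutant high control, sample median low control / Detection: fluorescence polarization with parallel and perpendicular emission, 525/598 nm / Schedule: 45 min + 60 min at 25 °C / Compound dosing: 8.92 µM, single dose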
Starred values were filed as active, the others as inactive; nt = no result given; & = joins results of further samples. Some of the compounds tested. The share of hits here may be higher or lower than overall.

SMILES | HTRA1 inh | TCR-CD3 inh | PRMT1 FP inh | MBD2 DNA inh | NPR2 activator | LEDGF integ inh | rCAG RNA binder | SIAE inh | TDP2 inh | mABHD4 FP
Cc1ccccc1CSCCC(=O)NCCc1ccccc1 | -4.6 | -1.5 | 3.3 | -3.5 | -1.0 | -4.8 | -6.7 | 2.8 | -1.4 | 5.8
O=C(Nc1ccc(N2CCOCC2)cc1)c1ccncc1 | 2.4 | 4.1 | 1.5 | -0.9 | -3.8 | -2.7 | 1.6 | -2.0 | -4.3 | 2.9
O=C(NC(NC(=S)Nc1ccccc1C(=O)O)C(Cl)(Cl)Cl)c1cccc([N+](=O)[O-])c1 (stereo unspecified) | -11.1 | 10.3 | 4.0 | -2.2 | 3.5 | -0.1 | 56.1* | -4.8 | -5.4 | -0.5
CCN1CCN(c2ccc(S(=O)(=O)N3CCOCC3)cc2NC(=O)c2sccc2C)CC1 | -7.2 | -1.5 | 0.6 | 1.4 | 6.5 | 0.9 | -4.9 | -1.1 | 2.4 | 1.4
Cc1cc(=O)n2[nH]c(N3C(=O)CCC3=O)nc2n1 | -1.2 | 4.8 | -4.0 | -3.0 | 0.8 | 2.5 | 0.3 | 9.4 | 2.5 | 4.6
COc1ccc(-c2csc3ncn(-c4ccccc4OC)c(=O)c23)cc1OC | 4.0 | -2.3 | 7.1 | -0.2 | 7.0 | -2.6 | -5.8 | -3.8 | 9.6 | 2.5
Cc1cnc2cc(Cl)ccc2c1SCC(=O)O | -3.5 | -9.1 | 6.1 | 3.9 | -1.4 | -4.5 | -0.2 | -4.3 | 2.7 | 0.6
COc1ccccc1NC(=O)COC(=O)c1cc2c(s1)CCC2 | -14.0 | 1.9 | -2.2 | -3.8 | -3.3 | 5.4 | 5.4 | -2.8 | -2.5 | -4.5
O=C(CN(c1ccc(Br)cc1)S(=O)(=O)c1ccc(Cl)c([N+](=O)[O-])c1)NCCc1ccccc1 | 2.0 | 6.2 | -2.6 | 0.6 | -15.4 | 2.3 | 1.6 | 1.4 | 13.8 | -1.8
CC(O)(c1ccc(F)c(F)c1)c1nc(-c2cc(F)cc(F)c2)cs1 (stereo unspecified) | nt | 7.4 | -0.3 | -0.3 | -4.0 | -2.1 | 0.4 | -9.8 | 3.5 | -28.1
COc1ccc(C(=O)N/N=C/C(=O)c2ccccc2)cc1 | -8.2 | 1.7 | -0.2 | 0.6 | -0.8 | -0.4 | -1.1 | 1.5 | -0.8 | -10.4
CC(NC(=O)c1ccccc1)C(=O)OCC(=O)Nc1cccc(S(=O)(=O)N2CCCC2)c1 (stereo unspecified) | -7.2 | 0.5 | -4.1 | -0.8 | 5.9 | 1.8 | 6.1 | -5.5 | 8.7 | -4.1
Cc1cc(Nc2ccc(Cl)cc2)nc(N)n1 | 4.5 | 7.1 | -4.4 | -8.0 | -7.3 | 5.2 | -1.9 | 0.2 | 2.5 | 6.9
CC(=O)Nc1ccc(NC(=O)COC(=O)c2cc(S(=O)(=O)N3CCCC3)ccc2O)cc1 | -1.7 | -0.4 | 0.0 | 0.3 | -5.5 | 0.6 | 8.3 | -0.9 | 4.8 | 9.2
CN1CCN(C(=O)c2cc(Oc3c(F)c(F)c(F)c(F)c3F)cc(C(=O)N3CCN(C)CC3)c2)CC1 | -3.2 | -3.0 | -3.2 | -0.6 | -0.3 | -0.3 | -2.5 | 3.1 | 8.8 | -2.2
CCOc1ccc(NC(=O)CN2CCN(c3ccc(F)cc3)CC2)cc1 | 11.8 | -2.8 | 1.2 | 4.3 | 4.8 | 0.0 | -8.2 | 0.6 | -8.4 | 2.3
COc1ccc(/C=C2\SC(=O)N(CCC(=O)N(C)C3CCS(=O)(=O)C3)C2=O)cc1 (stereo unspecified) | 0.9 | 0.8 | 0.4 | -0.5 | 1.8 | 4.5 | 6.8 | 0.0 | 1.1 | -1.2
Cc1cc(NC(=O)Cc2cn(C)c3ccccc23)ccc1Nc1cccnc1 | nt | -6.1 | 1.4 | -5.0 | -1.0 | 1.9 | 5.7 | 5.3 | 1.4 | 8.9
O=C(CCC(=O)c1ccccc1)Nc1cccnc1 | -0.8 | 3.7 | 2.3 | 0.5 | 3.5 | 1.4 | -0.6 | -0.3 | -8.9 | 9.0
CCN(CC)C(C)C(=O)Nc1c2c(cc3c1CCC3)CCC2 (stereo unspecified) | 7.7 | -2.2 | 4.2 | 1.2 | -0.6 | 2.6 | -0.6 | 5.3 | -7.9 | -3.2
CCCCn1c(-c2ccoc2C)n[nH]c1=S | 9.5 | -0.9 | 0.1 | -2.2 | -4.7 | 0.3 | 10.7 | 0.0 | -0.8 | 0.6
O=C(C(=O)N1CCN(c2cccc(Cl)c2)CC1)c1cn(CC(=O)N2CCOCC2)c2ccccc12 | -4.2 | 6.9 | -3.5 | -0.5 | -3.3 | 2.0 | 3.8 | -0.8 | 14.2 | -1.2
Cc1cc(NC(=O)CSc2nccn2-c2cccc(C)c2C)no1 | -11.8 | -3.0 | 3.4 | -5.7 | 4.7 | 0.3 | -8.5 | 3.6 | 8.6 | 7.5
CC(=O)c1cn(CC(=O)Nc2cccc(C)c2C)c2ccccc12 | -2.6 | -0.9 | -10.2 | 5.4 | -2.7 | 0.5 | -0.6 | 5.9 | -4.2 | -1.5
CCOC(=O)Nc1cc(=O)c2ccccc2o1 | 1.1 | 5.4 | 1.8 | -2.3 | 1.7 | -0.7 | -1.5 | -0.9 | 1.6 | -1.5

Further structures follow:
SMILES | HTRA1 inh | TCR-CD3 inh | PRMT1 FP inh | MBD2 DNA inh | NPR2 activator | LEDGF integ inh | rCAG RNA binder | SIAE inh | TDP2 inh | mABHD4 FP
CC(=O)Nc1ccc(/C=C/COC(C)=O)cc1C | nt | nt | -1.4 | -1.8 | 1.4 | -2.4 | nt | -4.1 | 3.4 | -0.1
COc1cccc(NC(=O)CNC(=O)Cn2cnc3sc(C)c(C)c3c2=O)c1 | -2.6 | 3.8 | -3.2 | -1.4 | -1.4 | 2.4 | 0.6 | 1.9 | 5.6 | -1.0
CCOc1[nH]n(-c2ccccc2)c(=O)c1C=NCc1cccnc1 | 1.1 | -11.3 | 0.3 | 5.4 | 8.2 | -4.5 | -3.7 | -8.0 | -5.0 | -2.7
COc1ccc(-n2c(SCC(=O)Nc3cccc4ccccc34)nc(O)cc2=O)cc1 | -14.3 | 6.7 | 1.0 | -3.6 | 3.8 | 2.7 | 22.7 | -4.8 | 6.0 | 0.8
CCc1ccc(-c2nn(-c3ccccc3)cc2CSC(=N)N)cc1 | nt | 4.1 | 3.0 | -0.3 | -11.4 | 1.7 | 14.1 | 8.0 | -12.0 | 52.2*
CC(=O)c1ccc(N(C(=O)CNC(=O)c2ccco2)C(C(=O)NC2CCCC2)c2ccco2)cc1 (stereo unspecified) | -0.3 | 3.3 | 3.9 | 6.8 | 2.7 | -1.6 | -3.6 | -1.9 | 2.1 | 6.4
C/C(N)=C(/C#N)C(=O)CSc1nnc(COc2ccccc2Cl)o1 | 6.8&5.0 | 8.9&2.0 | 0.0&-2.1 | 2.0&0.5 | -0.7&-1.9 | -0.3&0.6 | 4.3&6.0 | -1.6&3.6 | 7.5&9.4 | 2.5&3.6
CC1CN(Cc2ccccc2Cl)CC(C)O1 (stereo unspecified) | 7.6 | -3.0 | 4.7 | 5.6 | 10.2 | 2.0 | -1.0 | -2.2 | 10.0 | 7.4
COc1cccc2cc(NC(=O)C3CCCCC3)c(=O)oc12 | 0.8 | 0.0 | -3.1 | -4.1 | -4.4 | 0.6 | -1.9 | -2.8 | -11.5 | -2.9
c1ccc(NNC2=NCCCCC2)cc1 | 3.1 | -3.6 | 4.3 | 0.3 | 2.1 | -2.9 | 0.4 | 4.3 | -2.2 | 6.8
NC(=O)C(c1ccc(Cl)cc1)c1ccc(Sc2ccc(Cl)cc2)nn1 (stereo unspecified) | -11.3 | 5.9 | 0.9 | 2.7 | 2.4 | -0.5 | -3.2 | -0.4 | -3.1 | -13.1
COc1ccc(C2CCCN2C(=S)Nc2c(C)cccc2C)cc1OC (stereo unspecified) | 4.7 | -5.3 | 8.0 | 3.0 | -3.2 | 0.1 | -5.1 | -7.3 | -19.6 | -10.2
COc1ccc(C(=O)Nc2scc(-c3ccc(Cl)cc3Cl)c2C(N)=O)cc1 | -9.8 | 11.8 | -0.7 | -0.3 | -8.5 | 1.7 | 5.1 | -6.6 | -0.2 | -2.0
O=C(Nc1nnc(SCc2ccc(F)cc2)s1)C1CC(=O)N(c2ccc3c(c2)OCCO3)C1 (stereo unspecified) | -10.1 | 8.4 | -0.9 | -2.0 | -0.8 | -1.2 | 5.1 | -5.1 | -14.1 | 9.5
Cc1nnsc1C(=O)NNc1ccc(Cl)cc1 | 7.5 | 10.4 | 0.3 | 1.9 | -3.0 | -0.8 | -1.0 | 2.0 | 0.0 | 3.7
COc1ccc(C(=O)O/N=C(\N)c2ccccc2Cl)cc1OC | 0.3 | -3.2 | 3.8 | 4.1 | 0.1 | 1.8 | -2.0 | -9.7 | -2.1 | -9.3
COc1ccc(C(=O)COC(=O)C(C(C)C)N2C(=O)C3C4C=CC(C4)C3C2=O)cc1 (stereo unspecified) | -1.8 | -11.9 | -1.7 | -3.9 | 2.2 | 5.6 | -10.2 | 4.0 | 6.3 | 4.5
C/C(=N\N1CCN(C2c3ccccc3-c3ccccc32)CC1)c1ccncc1 | -2.3 | 7.0 | -2.0 | -5.5 | -3.7 | 6.5 | 2.5 | 2.2 | -1.8 | 2.4
Cc1ccccc1CCN1CCCC(CN(C)C(=O)c2ccc3ncccc3c2)C1 (stereo unspecified) | 6.4 | 1.7 | -3.0 | -0.8 | -3.8 | 1.6 | -5.9 | -7.4 | -1.4 | -0.2
Cc1ccc(Cn2ccc(NC(=O)c3noc4c3CCCC4)n2)cc1 | -16.4 | 6.6 | -2.0 | 1.6 | 2.8 | -4.3 | 0.1 | 6.2 | -2.6 | -4.5
Cc1cccc(NC(=O)C2CCCN2C(=O)OCC(C)C)c1 (stereo unspecified) | 1.0 | -1.9 | 1.9 | 0.8 | 2.2 | -2.2 | -5.8 | -1.9 | 0.1 | -0.1
C[C@H]1CN([C@@H](C)CO)C(=O)c2cc(Br)cnc2O[C@H]1CN(C)C(=O)c1cnccn1 | -2.0 | 2.1 | 0.6 | -5.3 | 0.6 | -1.8 | 2.2 | 3.0 | 2.5 | -1.4
OC(COCc1ccco1)CN1CCN(C(c2ccccc2)c2ccccc2)CC1 (stereo unspecified) | 4.8 | 0.8 | -3.6 | 0.1 | -8.3 | 0.7 | -10.2 | -8.9 | -12.5 | -3.6
